# Source: PubChem (National Center for Advancing Translational Sciences (NCATS))
# TDP1 inh: blocks human tyrosyl-DNA phosphodiesterase 1; Potency, µM (titrated, usually from 130 µM), without a hit: at the highest dose activity change, negative = inhibition, most hits filed as inhibitors; AID 485290; hit rate 0.28% among 350,000; Q9NUW8; recombinant TDP1, AlphaScreen DNA substrate cleavage; also: nearly all actives have a fitted effect of over 40% in size
# Target sequence (Q9NUW8 whole entry, looked up): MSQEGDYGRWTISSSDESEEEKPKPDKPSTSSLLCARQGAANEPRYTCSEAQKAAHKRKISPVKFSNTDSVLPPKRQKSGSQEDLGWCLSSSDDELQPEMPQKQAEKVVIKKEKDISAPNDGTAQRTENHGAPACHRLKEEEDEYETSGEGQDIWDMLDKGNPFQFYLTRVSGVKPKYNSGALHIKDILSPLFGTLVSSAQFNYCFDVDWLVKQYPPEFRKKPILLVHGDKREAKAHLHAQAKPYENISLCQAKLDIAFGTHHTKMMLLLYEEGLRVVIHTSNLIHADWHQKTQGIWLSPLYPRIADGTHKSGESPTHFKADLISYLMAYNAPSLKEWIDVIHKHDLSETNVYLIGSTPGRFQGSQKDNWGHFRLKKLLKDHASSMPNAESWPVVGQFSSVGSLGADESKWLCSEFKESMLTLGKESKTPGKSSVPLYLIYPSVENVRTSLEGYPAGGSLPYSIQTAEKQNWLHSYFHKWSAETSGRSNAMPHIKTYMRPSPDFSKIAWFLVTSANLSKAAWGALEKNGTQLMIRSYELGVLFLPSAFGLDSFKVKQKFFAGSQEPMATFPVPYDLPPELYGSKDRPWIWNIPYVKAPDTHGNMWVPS
#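 E. coli-derived human Tdp1, 1 nM final. Cpd preinc 15 min RT; substrate 15 nM final, 5 min RT; AS bead mix 10 ug/ml final, 10 min RT. Signal loss = tyrosine-FITC cleavage. No-enzyme wells = max signal.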
# DT40 TDP1 no CPT: qHTS for Inhibitors of human tyrosyl-DNA phosphodiesterase 1 (TDP1): qHTS in cells in absence of CPT | DT40 Tdp1-/- hTDP1 cells, no CPT, ATP luminescence, 48 h | Potency, µM (doses to about 46.2 µM), without a hit: top-dose activity change, negative = growth inhibition, usual class: inhibitors | hit rate 15% among 420,000 | AID 686978, 2013; also: nearly all actives have a fitted effect of over 55% in size
#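 A cellular qHTS used chicken DT40 cells lacking endogenous Tdp1 but carrying stably transfected human TDP1. Compounds were applied without camptothecin, and cell growth kinetics were judged by ATP-dependent luminescence after ≥48 hr.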
# N370S GC mod: inhibits or activates N370S mutant glucocerebrosidase; P04062; Potency, µM (series often up to 59.4 µM), inactives show top-dose activity change, negative = inhibition, most hits filed as inhibitors; N370S GC spleen homogenate, 4MU-glucoside fluorescence; hit rate 0.092% among 330,000;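 also: 0% = full enzyme activity and -100% = no enzyme basal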
# * = called active by the depositor; ? = inconclusive; / = not tested or not shown; & = joins results of further samples; [ ] = another dose, or the depositor's remark. Calls follow the shape of the dose curve; as a rule, active = well fitted curve in the direction sought with a large enough effect; inconclusive = small, poorly fitted or top-dose-only effect, or another doubt; inactive = no such curve, though single readings can be large; an effect the other way counts as inactive or inconclusive. Unless noted, % is scaled to controls: 0 for no effect and ±100 for the full control effect; potency is read from the fitted curve at half-maximal effect.
SMILES,TDP1 inh,DT40 TDP1 no CPT,N370S GC mod
COc1ccc([C@H]2CC(=O)C=C(c3ccc4c(c3)OCCO4)C2)cc1,3%,-7%,/
CN(c1ccccc1)S(=O)(=O)c1ccc(Cl)c(C(=O)OCC(=O)NC2CCS(=O)(=O)C2)c1 (stereo not given),-3%,4%,8%
N#CC1=C2SCN(c3ccc(F)cc3)CN2C(=O)CC1c1cccc(F)c1 (stereo not given),-1%,-11%,-19%
CCN1CCN(C(c2ccc(SC)cc2)c2c(O)cc(C)n(CCOC)c2=O)CC1 (stereo not given),3%,-1%,/
CCCN1C(=O)c2ccccc2NC1c1ccc(OC)cc1O (stereo not given),2%,-17%,6%
O=c1[nH]c(/C=C/c2ccccc2Cl)nc2ccccc12,/,?,1%
O=C(NCc1ccco1)c1ccc(Cl)s1,-1%,-19%,23%
Cc1cc(C(=O)N2CCN(Cc3ccccc3)CC2)on1,-3%,-9%,3%
O=C(Nc1ccccc1)NC1(C(=O)NCc2cccs2)CCCCC1,-3%,4%,1%
CCOc1cccc2sc(=NC(=O)c3ccco3)n(CC(=O)OC)c12,0%,15µM*,2%
CC(C)C(NC(=O)c1ccc(C(C)(C)C)cc1)C(=O)NCc1ccccn1 (stereo not given),0%,?,/
Cn1c(SCc2nc3ccccc3n2CCO)nc2ccccc21,1%,-7%,-13%
COc1ccccc1Cn1cc(C(=O)c2ccc(C)cc2)c(=O)c2cc(F)cc(F)c21,5%,4%,/
CC(=O)N1N=C(c2ccc(Br)cc2)OC12CCCC2,-1%,-20%,-1%
CCOC(=O)N1CCC(NC(=O)c2cc(S(=O)(=O)N3CCOCC3)ccc2F)CC1,7%,-11%,-1%
CC(C)n1c(C(=O)OCC(=O)NCc2ccc3c(c2)OCO3)cc2occc21,7%,-21%,1%
COc1ccc(CNC(=O)C2CC(C)=C(C)CC2C(=O)O)cc1OC (stereo not given),4%,1.3µM*,6%
Cc1ccc(-c2cc(N)n3nc(-c4ccc(C)cc4)cc3n2)cc1,3%&0%,?,6%
O=C(O)c1ccn(COc2ccc(Br)cc2)n1,1%,-11%,-13%
Cc1ccc(CNC(=O)C(=O)NCC2OCCN2S(=O)(=O)c2cccs2)cc1 (stereo not given),0%,-17%,5%
Cc1[nH]c(=O)[nH]c(=O)c1S(=O)(=O)N1CCCC(C(=O)N2CCC(Cc3ccccc3)CC2)C1 (stereo not given),0%,13%,-2%
CCOC(=O)c1ccccc1NC(=O)c1c(C)oc2ncnc(N3CCOCC3)c12,1%,21µM*,/
Cc1nn(Cc2ccccc2)c(C)c1C(=O)N1CCN(CC(=O)Nc2ccccc2Cl)CC1,0%,23µM*,/
CCOc1cccc2sc(N(CCN(C)C)C(=O)/C=C/c3cccs3)nc12,8%,23µM*,1%
O=C(O)C1=CCNCC1,5%[56.1 µM],20%&2%&3%&-14%,-1%&0%&14%&-5%
COc1cc(NC(=O)CC(C)S(=O)(=O)c2cc3c4c(c2)CCN4C(=O)CC3)cc(OC)c1 (stereo not given),8%,-9%,/
COc1cc(C(=O)NCC(=O)N2CC=C(c3ccccc3)CC2)cc(OC)c1OC,6%,?,-1%
COc1ccc(NS(=O)(=O)c2cccc(C(=O)NNC(=O)c3ccccc3OC)c2)cc1,0%,?,0%
N#Cc1c(-c2ccco2)nc(SCc2ccc(F)cc2)[nH]c1=O,4%,-2%,4%
COc1ccc(C(=O)Nc2ccccc2C(=O)Nc2cc(C)ccn2)cc1,/,18µM*,-12%

# 7 consecutive compounds from above, quoted:
SMILES,TDP1 inh,DT40 TDP1 no CPT,N370S GC mod
CC(C)n1c(C(=O)OCC(=O)NCc2ccc3c(c2)OCO3)cc2occc21,7%,-21%,1%
COc1ccc(CNC(=O)C2CC(C)=C(C)CC2C(=O)O)cc1OC (stereo not given),4%,1.3µM*,6%
Cc1ccc(-c2cc(N)n3nc(-c4ccc(C)cc4)cc3n2)cc1,3%&0%,?,6%
O=C(O)c1ccn(COc2ccc(Br)cc2)n1,1%,-11%,-13%
Cc1ccc(CNC(=O)C(=O)NCC2OCCN2S(=O)(=O)c2cccs2)cc1 (stereo not given),0%,-17%,5%
Cc1[nH]c(=O)[nH]c(=O)c1S(=O)(=O)N1CCCC(C(=O)N2CCC(Cc3ccccc3)CC2)C1 (stereo not given),0%,13%,-2%
CCOC(=O)c1ccccc1NC(=O)c1c(C)oc2ncnc(N3CCOCC3)c12,1%,21µM*,/

# Next structures follow:
SMILES,TDP1 inh,DT40 TDP1 no CPT,N370S GC mod
Cc1nc(SCC(=O)c2ccc(Cl)cc2)c([N+](=O)[O-])[nH]1,9%,-1%,-4%
Cc1ccc(S(=O)(=O)Nc2ccc3c(c2)C(=O)N([C@H](C)CO)C[C@H](C)[C@@H](CN(C)C(=O)Nc2ccc4c(c2)OCO4)O3)cc1,4%,3%,/
CCN(CC)CC(=O)Nc1ccc2c(c1)Nc1ccccc1CC2,9%,16µM*,?
O=C(NCCCN1CCOCC1)c1ccc2c(c1)N(Cc1ccccc1)C(=O)c1ccccc1S2,7%&10%,?,?
O=S(=O)(c1ccccc1)c1ncc(C(F)(F)F)cc1Cl,-3%,3.7µM*,4%
CCN(CC)S(=O)(=O)c1cc(NC(=O)COC(=O)C2CCC2)ccc1C,0%,-6%,/
CCOC(=O)C1CCCN(C(=O)c2ccc3c(=O)n(CCOC)c(=S)[nH]c3c2)C1 (stereo not given),4%[56.1 µM],?,12%
O=C(O)C(Cc1cc(I)c(O)c(I)c1)c1ccccc1 (stereo not given),1%,?,/
CCN(CC(=O)Nc1c(F)cccc1F)C(=O)CCN1C(=O)C2CCCCC2C1=O (stereo not given),-5%,-13%,-3%
COc1cccc(OCCCCN2CC(C)OC(C)C2)c1 (stereo not given),-2%,-26%,-7%
Cc1cc(=O)oc2cc(OCC(=O)N3CCCC3)ccc12,-1%,5%,/
NC(=O)c1ccc(-c2nnc(Nc3ccc(S(N)(=O)=O)cc3)c3ccccc23)cc1,/,?,-9%
CC(=O)c1cccc(NC(=O)c2ccc(-c3ccccc3[N+](=O)[O-])o2)c1,5%,?,5%
COc1ccc(CCNC(=O)CCCN2C(=O)C(c3ccccc3)Oc3cccnc32)cc1OC (stereo not given),1%,-29%,3%
Cc1ccsc1C(=O)NNC(=O)C1C2C=CC(C2)C1C(=O)O (stereo not given),5%,-9%,14%
O=C(Nc1sc2c(c1C(=O)O)CCC2)c1cccc(Cl)c1,/,-27%,-1%
CC1=C(C(=O)N2CCCCC2)C(c2ccc(Cl)cc2)n2c(nc3ccccc32)N1 (stereo not given),1%,?,/
CC(=O)c1ccc(N(C)C)c2c(N(C)C)cccc12,5%,1%,-15%
Cc1noc(C)c1-c1nccc(NC2CC2)n1,/,6%,-11%
C=CCNC(=O)/C(=C\C=C\c1ccccc1)NC(=O)c1ccccc1Cl,2%,-21%,-24%
CCCCNC(=O)C1CCN(S(=O)(=O)c2cnc[nH]2)CC1,4%,9%,1%
COc1cccc(NC(=O)C(=O)NCCc2csc(-c3ccc(C(F)(F)F)cc3)n2)c1,4%,-28%,/
O=C1c2[nH]nc(-c3ccccc3O)c2C(c2cccc(OCc3ccccc3)c2)N1CCCO (stereo not given),5%,?,/
NS(=O)(=O)c1ccc2nc(-c3ccccc3)c(-c3ccccc3)nc2c1,/,-8%,-10%
O=C(Cn1cnc2scc(-c3ccc(Br)cc3)c2c1=O)N1CCOCC1,4%,-1%,-7%
Cc1oc2cc(O)ccc2c(=O)c1Oc1ccc(F)cc1,/,2%,?
COc1ccc(/C(O)=C2/C(=O)C(=O)N(CCCN3CCOCC3)C2c2ccc(C)cc2)cc1 (stereo not given),/,16%,0%
CCOc1ccc(NC(=O)CN2C(=O)NC(C)(c3ccc(OC(F)F)cc3)C2=O)cc1 (stereo not given),2%,23µM*,-5%
COc1cc(CNCCSc2nnnn2C)ccc1OCc1ccc(F)cc1,-5%,21µM*,/
COC(=O)CSc1nccc(C)n1,0%,4%,-3%
CC[C@H](CO)Oc1cc(NCc2ccc(Cl)c(Cl)c2)c2ncn(C(C)C)c2c1,8%,?,/
O=C(/C=C/c1cccc(Br)c1)OCC(=O)N1CCN(c2ccccc2)CC1,2%,?,/
CC(C(=O)Nc1ccc(C(N)=O)cc1)N1C(=O)c2ccccc2S1(=O)=O (stereo not given),-5%,16%,-20%
C=CCn1c(SCc2ccc(F)cc2)nnc1-c1sc2nc(C)cc(C)c2c1N,4%,-21%,-17%
Clc1ccc(-c2cc(CSc3ccccc3)on2)cc1,1%,?,14%
CCOC(=O)c1cccc(NC(=O)Cn2c(CC(=O)NC)nc3ccccc32)c1,2%,-20%,6%
Cn1cc(CN2CCCCC2CO)c(-c2ccc(Oc3ccccc3)cc2)n1 (stereo not given),4%,?,-2%
CCOC(=O)c1csc(NC(=O)CSc2nnc(C3CC3)n2C)n1,6%,?,2%
Cc1ccc(CSc2nc(-c3ccccc3)c(C#N)c(=O)[nH]2)cc1,/,7%,?
CC1Cc2ccccc2N1C(=O)CSc1nnc(CSc2ncccn2)n1C (stereo not given),2%,3%,6%
O=C(c1cccs1)N1CCN(C2CCCCC2)CC1,-10%,2%,-22%
Cc1ccc(CN2C(=O)SC(Nc3ccccc3)C2=O)cc1 (stereo not given),-5%,-23%,/
Cc1cc(S(=O)(=O)NCC(C)C)ccc1OCC(=O)NC1CC1,3%,5%,-1%
COc1ccc(S(=O)(=O)NCC2CCCN(Cc3cn(C)nc3C)C2)cc1 (stereo not given),0%,5%,-2%
COc1ccc2nc3ccccc3nc2c1,4%,-4%,-7%
O=C(Nc1ccccc1)Nc1cccn(Cc2c(F)cccc2Cl)c1=O,6%,?,12%
COCCOC(=O)c1c(NC(=O)CN(C)c2ccccc2)sc(C(N)=O)c1C,0%,?,-5%
CCCCCCCC[n+]1c(C)n(-c2ccccc2)c2ccc(NC(C)=O)cc21,4%,0.82µM*,1%
COc1ccc(N2CCN(CC(=O)Nc3nnc(-c4ccccc4)s3)CC2)cc1,2%,-9%,-4%
CCC(C)NCCCOc1ccc([N+](=O)[O-])cc1 (stereo not given),3%,?,7%
CC(C)CNC(=S)N(CCN(C)C)Cc1cc2cc3c(cc2[nH]c1=O)OCO3,/,5.2µM*,0%
COc1ccc(NC(=O)c2cc(OC)c(OC)c(OC)c2)cc1S(=O)(=O)N1CCCCC1,6%,?,2%
CCOC(=O)c1cc(S(=O)(=O)Nc2ccc(Br)c(C)c2)[nH]n1,1%,?,/
Cc1ccc(OCC(=O)NNC(=O)Cn2c(=O)cnc3ccccc32)cc1,?,-13%,-5%
CCOc1ccc(C2C(=O)N(C3CCCCC3)CC(=O)N2CCc2ccccc2)cc1OC (stereo not given),5%,?,/
Cc1nc(N2CCCC2)c2c(C(=O)Nc3cccc(Cl)c3)c(C)oc2n1,2%,-23%,/
Nn1c(COc2ccccc2F)nnc1SCC(=O)NC1CCS(=O)(=O)C1 (stereo not given),/,-12%,-2%
C/C(=N\N1C(=O)c2ccccc2C1=O)c1cccc([N+](=O)[O-])c1,-5%,-2%,5%
CCN(CC)Cc1nc2c(c(=O)[nH]1)C1(CCCCC1)Cc1ccccc1-2,4%,18µM*,14%
Cc1c(C(=O)NNC(=O)c2csc(N3CCOCC3)n2)oc2ccccc12,-4%,-8%,/

# 4 entries from above in another layout.
molecule | TDP1 inh | DT40 TDP1 no CPT | N370S GC mod
CCC(C)NCCCOc1ccc([N+](=O)[O-])cc1 (stereo not given) | 3% | ? | 7%
CCCCCCCC[n+]1c(C)n(-c2ccccc2)c2ccc(NC(C)=O)cc21 | 4% | 0.82µM* | 1%
COCCOC(=O)c1c(NC(=O)CN(C)c2ccccc2)sc(C(N)=O)c1C | 0% | ? | -5%
CC(C)CNC(=S)N(CCN(C)C)Cc1cc2cc3c(cc2[nH]c1=O)OCO3 | / | 5.2µM* | 0%

# The list goes on:
SMILES,TDP1 inh,DT40 TDP1 no CPT,N370S GC mod
CC(=O)c1ccc(N2C(=O)N(CC(=O)c3ccc(F)cc3)c3ccccc3S2(=O)=O)cc1,0%,?,/
COc1ccc(S(=O)(=O)NCc2cccn2Cc2cccc(C)c2)cc1OC,14%,?,/
CC(C)Cn1c(SCC(=O)Nc2ccc3[nH]c(=O)[nH]c3c2)nc2ccccc2c1=O,-3%,?,3%
Cc1ccc(CN2CCN(CC(C)C)C(CCO)C2)s1 (stereo not given),1%,-15%,7%
O=C(NNc1ccc(F)cc1F)C1CCC1,/,-19%,-1%
COC(=O)c1c(NC(C)=O)sc2c1CCCC2,3%,?,24%
Cn1c2c(c(=O)n(C)c1=O)CN(CCc1ccccc1)CN2,2%,?,2%
O=C(OCC(=O)c1c[nH]c2ccccc12)c1cc2ccccc2cc1O,6%,-24%,17%
CCc1ccccc1NC(=O)c1cc(C)no1,/,4%,0%
O=C(c1ccc2c(c1)CCCC2)N1CCN(c2nc3c(F)cccc3s2)CC1,3%,?,/
CCOc1cc(C(=O)NCc2ccco2)cc(OCC)c1OCC,/,-10%,-8%
COc1cccc(C(=O)OCCN2C(=O)c3ccccc3C2=O)c1OC,-1%,-11%,-2%

# Not all compounds are listed; count on the stated rates, not on these rows.
